cardiac RTF act = cardiac RTF calcium sensitivity activators, primary screen, biochemical, IANBD-TnC fluorescence, EC20 calcium. IANBD-labeled TnC RTF fluorescence at EC20 calcium; 0% EC20 calcium, 100% full calcium. 340,000 compounds, 0.24% hits. activation, % at 7.2 µM;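 active means activation above the mean over all tested compounds plus 3 SD, cut at about 30% in these data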;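 further: rise in fluorescence read as greater calcium sensitivity of cardiac thin filaments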
DAGLB inh = DAGLB lipase inhibitors, primary screen, biochemical, fluorescence, HTS. inhibition, % at 5.17 µM. 340,000 compounds, 0.059% hits. HEK293T DAGLB membrane lysate, EnzChek fluorogenic substrate. Diacylglycerol lipase-beta (Homo sapiens), Q8NCG7; in the data active means inhibition above about 34%;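 further: 0% = enzyme with vehicle and 100% = wells lacking enzyme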
Cardiac RTF inh = cardiac RTF calcium sensitivity inhibitors, primary screen, biochemical, IANBD-TnC fluorescence, EC70 calcium; IANBD-labeled cardiac RTF, Ca2+ fluorescence; inhibition, % at 7.15 µM; 340,000 compounds, 0.12% hits; AID 493244, 2011;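 active means inhibition above the mean inhibition of all tested compounds plus 3 SD, cut at about 17% in these data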;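 further: assay run at fixed EC70 calcium of 1.6 mM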
CAL PDZ FP-1 = CAL PDZ peptide-binding inhibitors, primary screen, biochemical, fluorescence polarization, Cer-tagged CAL PDZ, HTS; purified CAL PDZ, TMR-peptide fluorescence polarization, 1 h; inhibition, % at 20 µM; 330,000 compounds, 0.02% hits; AID 504414, 2011;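 active means highest replicate inhibition of at least 40%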;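 further: plate controls were DMSO neutral control wells for no effect and unlabeled competitor peptide control wells for full effect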
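Test system: purified CerCALP PDZ construct; Compound dosing: one concentration, 20 µM compound; Also added: TMR-labelled reporter peptide T*-PRC34 bound in PDZ groove; Read-out: inhibition from polarization loss; Controls: unlabelled peptide and DMSO controls; Signal: FP readout, S and P plane fluorescence; Incubation: 1 h at RT.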
PKA-R2B activ = activators of PKA-R2B holoenzyme, primary screen, biochemical, fluorescence polarization, Cy5-IP20, human; PKA-R2B holoenzyme dissociation; R2B truncated from residue 108, S112A mutant; 0% DMSO only, 100% 113 µM cGMP; activation, % at 11.4 µM; AID 504700, 2011; cAMP-dependent protein kinase catalytic subunit beta (Homo sapiens) + cAMP-dependent …; 340,000 compounds, 0.079% hits;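 active means activation above a cutoff set at the mean over all compounds plus 3 SD, cut at about 18% in these data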;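 further: higher means more holoenzyme dissociation and a rise in polarization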
Target sequence (P31323 whole entry, looked up, other chains not shown, the tested form may be a part): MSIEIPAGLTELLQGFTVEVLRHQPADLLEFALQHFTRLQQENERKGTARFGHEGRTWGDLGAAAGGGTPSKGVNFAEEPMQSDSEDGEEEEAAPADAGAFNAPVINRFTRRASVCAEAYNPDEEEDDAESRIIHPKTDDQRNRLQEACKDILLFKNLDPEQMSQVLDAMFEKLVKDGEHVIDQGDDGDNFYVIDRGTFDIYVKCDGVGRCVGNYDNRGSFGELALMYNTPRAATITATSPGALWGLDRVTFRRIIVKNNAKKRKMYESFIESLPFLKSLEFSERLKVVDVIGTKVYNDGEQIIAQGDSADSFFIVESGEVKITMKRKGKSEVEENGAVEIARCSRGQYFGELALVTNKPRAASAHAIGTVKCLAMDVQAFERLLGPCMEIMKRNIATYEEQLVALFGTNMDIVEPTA
CAL PDZ FP-2 = untagged CAL PDZ binding inhibitors, primary screen, biochemical, fluorescence polarization, HTS; Golgi-associated PDZ and coiled-coil motif-containing protein (Homo sapiens), Q9HD26; purified CAL PDZ, TMR-peptide fluorescence polarization, 1 h; inhibition, % at 24.9 µM; 300,000 compounds, 0.92% hits; AID 602252, 2012;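 active means mean inhibition of at least 30% with at least half of replicates also reaching 30%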;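 further: 0% = DMSO neutral control and 100% = excess unlabeled competitor peptide PRC23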
SR-BI uptake up = activators of SR-BI mediated DiI-HDL uptake, primary screen, ldlA[mSR-BI] CHO cells, DiI fluorescence; AID 504775, 2011; 320,000 compounds, 0.096% hits; activation, % at 12.5 µM; 3 h; 100 = double the neutral-control signal;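 active means mean replicate activation of at least 60% and every replicate at or above 60%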;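 further: 0% = median plate neutral-control signal and 100% = twice that signal; values of inactives mirror those of a sister screen read the other way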
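Assay system: CHO ldlA[mSR-BI] cells, LDL receptor-null, SR-BI overexpressing; medium: Ham's F12 with 0.5% BSA, HEPES 25 mM, pH 7.4; also added: DiI-HDL 10 µg/mL; timing: 3 h uptake period with compound, 37 °C; signal: DiI fluorescence, bottom read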
LANA DNA inh = inhibitors of KSHV C-LANA binding to DNA, primary screen, biochemical, fluorescence polarization, FAM-LBS DNA, MBP-C-LANA, single point. 340,000 compounds, 0.078% hits. AID 504423, 2011. inhibition, % at 9 µM;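 active means highest replicate inhibition at or above 60% at 9 µM, even if other replicates fall short; inactive means all replicates below 60% inhibition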;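 further: 0% = neutral control wells and 100% = 4 µM acridine orange control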
Keap1-Nrf2 PPI = Keap1-Nrf2 protein-protein interaction inhibitors, primary screen, biochemical, fluorescence polarization, single point; 340,000 compounds, 0.15% hits; inhibition, % at 9.4 µM; Keap1 Kelch-Nrf2 peptide fluorescence polarization, 1536-well; in the data active means inhibition above about 12%;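 further: human Keap1 Kelch domain with fluorescein labeled Nrf2 9mer peptide probe; 0% = neutral control wells and 100% = peptide positive control; higher means more block of Keap1 binding to Nrf2 peptide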
Target sequence (Q14145 whole entry, looked up, the tested form may be a part): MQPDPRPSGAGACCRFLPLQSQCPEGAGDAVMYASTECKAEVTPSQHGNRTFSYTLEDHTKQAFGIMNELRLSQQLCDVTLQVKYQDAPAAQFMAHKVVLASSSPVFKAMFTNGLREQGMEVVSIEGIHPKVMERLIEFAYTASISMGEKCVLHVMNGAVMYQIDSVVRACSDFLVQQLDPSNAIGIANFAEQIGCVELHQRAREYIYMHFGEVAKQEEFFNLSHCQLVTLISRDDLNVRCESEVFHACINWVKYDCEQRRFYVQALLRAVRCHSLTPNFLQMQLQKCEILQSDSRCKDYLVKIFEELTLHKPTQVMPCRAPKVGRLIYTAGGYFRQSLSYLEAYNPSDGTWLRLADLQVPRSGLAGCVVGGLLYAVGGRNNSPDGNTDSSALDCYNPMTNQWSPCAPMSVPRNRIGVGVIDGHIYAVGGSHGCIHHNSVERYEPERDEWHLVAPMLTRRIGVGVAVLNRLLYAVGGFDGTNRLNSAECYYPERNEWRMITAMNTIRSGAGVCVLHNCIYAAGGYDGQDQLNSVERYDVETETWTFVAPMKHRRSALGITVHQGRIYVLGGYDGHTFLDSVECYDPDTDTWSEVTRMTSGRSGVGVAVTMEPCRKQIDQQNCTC
Rtt109 Vps75 = inhibitors of C. albicans Rtt109/Vps75 HAT, primary screen, biochemical, ThioGlo CoA-SH fluorescence, plate reader; 330,000 compounds, 0.16% hits; inhibition, % at 34.9 µM; purified Rtt109/Vps75, 4 h; AID 540336, 2011;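 active means inhibition of at least 50% in every replicate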
* marks the source's active call; other numbers are inactive results; x = no result given.

1: CCCc1cc(=O)oc2cc(OC(C)C(=O)NCCCn3ccnc3)ccc12 (stereo unspecified)
2: Nc1cc(N)nc(SCCOc2ccccc2F)n1
3: Cc1cccc(OCCSc2ncnc3nc[nH]c23)c1
4: O=C(CSc1nccc(=O)[nH]1)N1CCN(c2ccccc2)CC1
5: Cn1c(=O)[nH]c(=O)c2c1nc(Sc1nc3ccccc3s1)n2Cc1ccccc1
6: CCCN1CCN(CCCNC(=O)c2ccc3nc(N4CCC(C)CC4)sc3c2)CC1
7: S=C(NCC1CCCO1)NC1CCCCC1 (stereo unspecified)
8: CCOC(=O)C1=C(COC(=O)CCc2ccc(CC)cc2)NC(=O)NC1C (stereo unspecified)
compound no.	1	2	3	4	5	6	7	8
cardiac RTF act	-1	1	-8	-4	-2	-6	-2	-2
DAGLB inh	1	-1	0	-3	12	-2	2	-1
Cardiac RTF inh	1	-4	3	-2	-8	-11	0	-10
CAL PDZ FP-1	-0.5	-0.3	-1.8	0.3	-5.9	-1.5	-1.0	-0.6
PKA-R2B activ	-5	1	3	6	0	13	-9	-4
CAL PDZ FP-2	4	-2	-3	-5	-10	x	0	-2
SR-BI uptake up	2	24	x	14	24	19	23	22
LANA DNA inh	0.5	-1.4	2.3	-0.2	-1.0	-1.4	0.6	-3.4
Keap1-Nrf2 PPI	-1	1	-2	-5	-2	5	1	1
Rtt109 Vps75	5	0	5	-4	9	6	-3	2

9: Cc1ccccc1N(Cc1cc(=O)[nH]c2ccccc12)C(=O)C(C)C
10: COc1cc(/C=N/NC(=S)NCCN2CCOCC2)ccc1O
11: CCOC(=O)c1sc(NC(=O)C2CC=CCC2C(=O)O)nc1C (stereo unspecified)
12: C/C=C/C(=O)N1CC2(CC(c3cccc(NC(=O)COc4ccc(Cl)cc4)c3)=NO2)C[C@@H]1C(N)=O (stereo partly specified)
13: CC(C)(C)C1CCCCC1NC(=O)c1ccncc1 (stereo unspecified)
14: COc1ccc(C2(C)NC(=O)N(CC(=O)NC3CC3)C2=O)cc1 (stereo unspecified)
15: CCCOc1ccc(Cc2c(Cl)nc(SC)nc2N(C)C)cc1
16: Cc1ccc(S(=O)(=O)CC(c2ccccc2)N2CCCCC2)cc1 (stereo unspecified)
compound no.	9	10	11	12	13	14	15	16
cardiac RTF act	-6	8	-4	0	1	-5	4	1
DAGLB inh	1	-1	-3	-2	-3	0	-15	-5
Cardiac RTF inh	0	0	0	1	4	-7	-1	6
CAL PDZ FP-1	0.4	-2.8	-2.0	-0.9	-0.2	-0.8	-0.6	-2.2
PKA-R2B activ	-12	1	-5	8	-5	11	9	-14
CAL PDZ FP-2	-3	-2	-4	-1	-2	-4	-2	0
SR-BI uptake up	6	17	21	-69	21	5	-11	3
LANA DNA inh	-0.1	0.9	4.0	0.3	-1.1	0.5	-0.3	0.5
Keap1-Nrf2 PPI	-5	-1	1	-3	-6	3	-3	-3
Rtt109 Vps75	6	-1	-1	1	3	7	-1	x

Arranged by count of non-hydrogen atoms (rising): part of the list above
7: S=C(NCC1CCCO1)NC1CCCCC1 (stereo unspecified)
13: CC(C)(C)C1CCCCC1NC(=O)c1ccncc1 (stereo unspecified)
14: COc1ccc(C2(C)NC(=O)N(CC(=O)NC3CC3)C2=O)cc1 (stereo unspecified)
16: Cc1ccc(S(=O)(=O)CC(c2ccccc2)N2CCCCC2)cc1 (stereo unspecified)
9: Cc1ccccc1N(Cc1cc(=O)[nH]c2ccccc12)C(=O)C(C)C
8: CCOC(=O)C1=C(COC(=O)CCc2ccc(CC)cc2)NC(=O)NC1C (stereo unspecified)
5: Cn1c(=O)[nH]c(=O)c2c1nc(Sc1nc3ccccc3s1)n2Cc1ccccc1
6: CCCN1CCN(CCCNC(=O)c2ccc3nc(N4CCC(C)CC4)sc3c2)CC1
12: C/C=C/C(=O)N1CC2(CC(c3cccc(NC(=O)COc4ccc(Cl)cc4)c3)=NO2)C[C@@H]1C(N)=O (stereo partly specified)
compound no.	7	13	14	16	9	8	5	6	12
cardiac RTF act	-2	1	-5	1	-6	-2	-2	-6	0
DAGLB inh	2	-3	0	-5	1	-1	12	-2	-2
Cardiac RTF inh	0	4	-7	6	0	-10	-8	-11	1
CAL PDZ FP-1	-1.0	-0.2	-0.8	-2.2	0.4	-0.6	-5.9	-1.5	-0.9
PKA-R2B activ	-9	-5	11	-14	-12	-4	0	13	8
CAL PDZ FP-2	0	-2	-4	0	-3	-2	-10	x	-1
SR-BI uptake up	23	21	5	3	6	22	24	19	-69
LANA DNA inh	0.6	-1.1	0.5	0.5	-0.1	-3.4	-1.0	-1.4	0.3
Keap1-Nrf2 PPI	1	-6	3	-3	-5	1	-2	5	-3
Rtt109 Vps75	-3	3	7	x	6	2	9	6	1

Along the list, as entered above:
Cardiac RTF inh for nos. 9–15 → 0, 0, 0, 1, 4, -7, -1
DAGLB inh for nos. 9–15 → 1, -1, -3, -2, -3, 0, -15

(more compounds)
17: COc1cc(/C=N/OCC(=O)NC2CCCCC2C)ccc1OCc1ccc(Cl)cc1 (stereo unspecified)
18: COc1cccc(/C=C/C(=O)Nc2ccc3c(c2)OCCO3)c1OC
19: Cc1cccn2cc(-c3ccc4c(c3)NC(=O)CO4)nc12
20: COc1ccc2[nH]c3c(c2c1)CCN1C(=O)C(CC(=O)NCCN2CCOCC2)C[C@H](C(=O)N(C(C)C)C(C)C)[C@@]31C (stereo partly specified)
21: Cc1ccc(C(=O)NCC(=O)OCC(=O)Nc2cccc(S(=O)(=O)N3CCCC3)c2)cc1C
22: Cc1ccc(S(=O)(=O)N2CCC(C(=O)NNC(=O)c3ccccc3)CC2)cc1
23: Cc1cc2oc(=O)cc(Cn3ncc(Cl)c(Cl)c3=O)c2cc1Cl
24: O=C(/C=C/c1cccc([N+](=O)[O-])c1)Nc1cc(C(=O)O)cc(C(=O)O)c1
compound no.	17	18	19	20	21	22	23	24
cardiac RTF act	14	-5	1	4	2	1	-4	-6
DAGLB inh	-5	0	2	-1	-1	0	4	0
Cardiac RTF inh	9	-5	1	3	3	-11	-6	-6
CAL PDZ FP-1	-0.8	-2.7	-1.7	-0.5	-3.1	-2.1	0.1	-1.1
PKA-R2B activ	-5	9	1	-10	-14	2	-1	1
CAL PDZ FP-2	4	-8	19	-9	-1	-2	-4	-10
SR-BI uptake up	-30	-61	9	43	-5	-11	-36	27
LANA DNA inh	-1.8	0.1	-2.6	0.4	-1.0	-0.3	-0.1	0.0
Keap1-Nrf2 PPI	0	-1	-1	-1	-3	1	1	0
Rtt109 Vps75	-1	17	-14	2	-14	4	-3	8

25: COc1ccc(Cn2c(=O)oc3ccc(C)cc32)cc1
26: CC(C(=O)OCC(=O)c1ccc(F)cc1)N1C(=O)C2C3C=CC(C3)C2C1=O (stereo unspecified)
27: COc1ccc(-c2noc(CCC(=O)NC3CCCCCC3)n2)cc1
28: CC(C)(C)NC(=O)N1CCN(c2nc(-c3ccccc3)ns2)CC1
29: CN(CCO)C(=O)c1ccc(-c2nn(C)c(=O)c3ccccc23)cc1
30: O=C(CNC(=O)c1cc(=O)[nH]c2ccc(S(=O)(=O)N3CCOCC3)cc12)Nc1ccc(F)c(F)c1
31: Cc1nn(Cc2ccccc2)c(C)c1NC(=O)c1cc2nc(-c3ccco3)cc(C(F)(F)F)n2n1
32: O=C(CSc1nnc(-c2ccccc2F)n1CCc1ccccc1)Nc1ccc2[nH]c(=O)[nH]c2c1
compound no.	25	26	27	28	29	30	31	32
cardiac RTF act	-3	-5	-7	3	-1	-1	10	-2
DAGLB inh	-3	1	-1	-3	0	-1	2	-2
Cardiac RTF inh	-1	-3	-7	0	-4	-6	-11	-16
CAL PDZ FP-1	x	-0.7	-1.8	-0.9	1.1	0.2	-1.4	0.0
PKA-R2B activ	-3	16	2	-6	8	-10	9	4
CAL PDZ FP-2	-2	x	-1	-4	-2	-2	-2	-2
SR-BI uptake up	-10	x	11	-12	7	8	-83	16
LANA DNA inh	3.4	-0.1	0.2	1.4	-2.3	1.1	-0.2	-2.4
Keap1-Nrf2 PPI	-9	-3	1	-2	-4	-6	-2	-6
Rtt109 Vps75	3	-4	3	-10	-11	-10	-6	2

33: CC(=O)c1cc(CN2CCN(C3CCN(C(C)C)CC3)C(CCO)C2)cs1 (stereo unspecified)
34: O=C(CSc1nc(-c2cccs2)cc(C(F)(F)F)n1)NCCCN1CCOCC1
35: CCCCC1(Cc2cccc([N+](=O)[O-])c2)C(=O)N(c2ccccc2)N(c2ccccc2)C1=O
36: O=C(O)COc1cnc2ccccc2n1
37: N#Cc1c(-c2ccccc2)nc(SCC(=O)Nc2ccccc2)[nH]c1=O
38: O=C1C2C3c4ccccc4C(c4ccccc43)[C@@H]2c2nc3ccccc3n21 (stereo partly specified)
39: Cc1ccc(NS(=O)(=O)c2ccccc2F)cc1S(=O)(=O)N1CCCCCC1
40: Cc1cn(C2OC(COC(=O)c3ccccc3)C(OC(=O)c3ccccc3)C2OC(=O)c2ccccc2)c(=O)[nH]c1=O (stereo unspecified)
compound no.	33	34	35	36	37	38	39	40
cardiac RTF act	-5	-1	-4	1	-1	-3	0	7
DAGLB inh	-2	-5	-9	0	11	-3	0	2
Cardiac RTF inh	-14	-1	-4	-2	6	-9	-4	-3
CAL PDZ FP-1	-2.0	-2.5	-0.8	-0.6	-1.8	x	-0.3	-2.5
PKA-R2B activ	-4	-19	0	-1	-10	0	5	-9
CAL PDZ FP-2	-2	0	-6	2	-5	-5	x	-1
SR-BI uptake up	23	-11	x	8	29	17	11	15
LANA DNA inh	0.9	1.1	1.9	-0.8	-2.3	-1.2	-0.4	-0.4
Keap1-Nrf2 PPI	-1	3	-5	-9	-1	-4	0	0
Rtt109 Vps75	10	4	0	-3	8	-2	-2	-5
